# Screens: PubChem BioAssay, National Center for Advancing Translational Sciences (NCATS)
# GPT2 inhibitor – Primary qHTS assay for inhibitors of Glutamate pyruvate transaminase 2 (GPT2) | Alanine aminotransferase 2 (Homo sapiens), Q8TD30 | Recombinant GPT2, coupled pyruvate oxidase/HRP Amplex Red fluorescence | Potency, µM (series often up to 57.7 µM), for inactives: top-dose activity change, negative = inhibition, hits mostly inhibitors | actives 0.25% (n = 100,000) | AID 1671188, 2021; also: potency is read from the fitted curve at half-maximal effect; nearly all actives have a fitted effect of over 60% in size; many of its hits are not listed in these tables
#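 GPT2 10ng/uL, a-KG 250uM, L-Ala 2mM, HEPES pH7.5 + 0.0001% Tween; 30 min RT. Then Amplex mix (PO/HRP/ThPP), 30 min RT dark, fluorescence. AOA 50uM used as positive control.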
# NIH3T3 tox – Cytotoxic Profiling in NIH 3T3 Cell Line of Diverse Libraries Using Quantitative High-Throughput Screening; NIH 3T3 viability, CellTiter-Glo ATP luminescence, 48-72 h; Potency, µM (series often up to 96.7 µM), for the others: at the highest dose activity change, negative = cytotoxicity, hits mostly inhibitors; actives 4.3% (n = 94,000); AID 1345082, 2018; also: potency is read from the fitted curve at half-maximal effect; nearly all actives have a fitted effect of over 55% in size
#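 Cells were seeded at 400 per well, treated with pin-transferred compound, and kept 48 or 72 hr at 37 °C before CellTiter-Glo addition and luminescence imaging of cellular ATP.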
# HEK293 tox – Cytotoxic Profiling in HEK 293 Cell Line of Diverse Libraries Using Quantitative High-Throughput Screening; Potency, µM (doses to about 115 µM), inactives show at the top dose activity change, negative = cytotoxicity, usual class: inhibitors; HEK 293 viability, ATP luminescence (CellTiter-Glo), 48-72 h; AID 1345083, 2018; actives 6.6% (n = 94,000); also: potency is read from the fitted curve at half-maximal effect; nearly all actives have a fitted effect of over 60% in size
#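 CellTiter-Glo luminescence (cellular ATP) was read after 48 or 72 hr of compound exposure at 37 degree Celsius. Cells were HEK 293 plated at 250 cells/well.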
# SNCA viab count – GF-AFC viability counterscreen for inhibitors of alpha-synuclein gene (SNCA) expression; Potency, µM (series often up to 57.1 µM), without a hit: at the highest dose activity change, negative = cytotoxicity, actives largely listed as cytotoxic; HEK-293-SNCA-luc viability, GF-AFC fluorescence, 24 h; actives 0.12% (n = 150,000); AID 1671193, 2021;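 also: potency is read from the fitted curve at half-maximal effect; 0% = DMSO-treated cells and -100% = medium-only wells without cells; nearly all actives have a fitted effect of over 30% in size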
#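 HEK-293-SNCA-luc cells (1500/well) plated 24 h, then exposed 24 h to a dilution series; GF-AFC added 30 min at 37C, fluorescence 405/540 nm; normalised to medium-only and DMSO wells, Hill fit.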
# IP6K1 inhibitor – Primary qHTS assay for small molecule inhibitors of Inositol hexaphosphate kinase 1 (IP6K1). Inositol hexakisphosphate kinase 1 (Homo sapiens), Q92551. IP6K1 kinase, ADP-Glo luminescence, 2 h; stronger effect = lower value. activity change, % (series mostly up to about 58 µM). actives 0.81% (n = 140,000). AID 1645851, 2021; in the data active = activity change below about -25%
# Target sequence (Q92551 whole entry, looked up): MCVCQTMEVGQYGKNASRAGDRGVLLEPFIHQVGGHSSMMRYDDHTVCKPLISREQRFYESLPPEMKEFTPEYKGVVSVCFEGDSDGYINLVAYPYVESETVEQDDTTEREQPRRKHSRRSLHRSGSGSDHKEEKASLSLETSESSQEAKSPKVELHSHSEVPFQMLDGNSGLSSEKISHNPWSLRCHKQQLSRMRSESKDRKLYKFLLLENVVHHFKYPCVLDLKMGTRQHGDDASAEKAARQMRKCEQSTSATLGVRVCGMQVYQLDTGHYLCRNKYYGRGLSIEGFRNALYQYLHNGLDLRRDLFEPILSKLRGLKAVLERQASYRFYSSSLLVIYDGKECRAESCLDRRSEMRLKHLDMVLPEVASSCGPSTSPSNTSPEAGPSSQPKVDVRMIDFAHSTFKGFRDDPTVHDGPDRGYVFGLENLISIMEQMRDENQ
#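 ADP-Glo luminescence measures ADP made by human IP6K1 during a 2 h RT reaction with ATP/IP6 (mix at 1.3 mM/130 uM); top library doses 57.5 and 19.1 uM final.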
# SNCA expr inh – Primary qHTS assay for inhibitors of alpha-synuclein gene (SNCA) expression; Potency, µM (highest dose often 57.2 µM), for inactives: at the highest dose activity change, negative = inhibition, most hits filed as inhibitors; HEK-293 SNCA-luciferase knock-in, luminescence, 24 h; actives 0.17% (n = 140,000);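 also: potency is read from the fitted curve at half-maximal effect; plate controls were DMSO cells for no effect and cell-free wells for full effect; nearly all actives have a fitted effect of over 45% in size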
# Luciferase inh – Firefly luciferase inhibition profiling of diverse chemical library using quantitative high-throughput screening | actives 2.5% (n = 76,000) | Potency, µM (highest dose often 115 µM), inactives show at the highest dose activity change, negative = inhibition, actives largely listed as inhibitors | Luciferin 4-monooxygenase (Photinus pyralis), P08659 | purified P. pyralis luciferase, luminescence, biochemical; also: potency is read from the fitted curve at half-maximal effect; nearly all actives have a fitted effect of over 65% in size
# Target sequence (P08659 whole entry, looked up): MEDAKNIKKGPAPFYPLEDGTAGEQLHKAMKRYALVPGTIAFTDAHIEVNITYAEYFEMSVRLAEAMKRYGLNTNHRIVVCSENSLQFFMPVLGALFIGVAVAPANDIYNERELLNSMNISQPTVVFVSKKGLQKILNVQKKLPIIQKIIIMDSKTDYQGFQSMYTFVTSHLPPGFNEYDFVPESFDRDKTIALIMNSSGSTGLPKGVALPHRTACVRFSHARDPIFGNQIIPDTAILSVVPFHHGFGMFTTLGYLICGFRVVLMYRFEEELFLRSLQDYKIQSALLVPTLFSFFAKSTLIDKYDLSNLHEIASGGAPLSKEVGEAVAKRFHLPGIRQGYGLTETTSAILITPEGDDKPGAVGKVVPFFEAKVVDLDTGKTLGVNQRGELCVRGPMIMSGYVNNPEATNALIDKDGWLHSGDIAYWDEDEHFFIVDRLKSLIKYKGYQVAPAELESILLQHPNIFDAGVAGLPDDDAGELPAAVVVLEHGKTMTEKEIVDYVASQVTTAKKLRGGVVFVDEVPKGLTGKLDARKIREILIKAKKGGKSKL
#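 Luminescence read by CCD imaging after purified firefly luciferase (10nM final) was added to substrate buffer holding 10uM D-luciferin and 10uM ATP, pH 7.5, pre-dosed with compound.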
# Numbers without * were called inactive; i = inactive; ? = inconclusive; . = no result given; [ ] = dose if it differs, or a comment. Unless noted, calls follow the shape of the dose curve; as a rule, active = well fitted curve in the direction sought with a large enough effect; inconclusive = small, poorly fitted or top-dose-only effect, or another doubt; inactive = no such curve, though single readings can be large; an effect the other way counts as inactive or inconclusive. Unless noted, % is scaled to controls: 0 for no effect and ±100 for the full control effect.
SMILES,GPT2 inhibitor,NIH3T3 tox,HEK293 tox,SNCA viab count,IP6K1 inhibitor,SNCA expr inh,Luciferase inh
CN(Cc1ccc(-c2ccccc2)cc1)C(=O)c1ccccc1F,-4%[88.5 µM],?,89µM*,4%[87.6 µM],-9,11%[87.6 µM],-24%[172 µM]
CCc1ccc(S(=O)(=O)N2CCN(C3CCN(Cc4cccnc4)C3=O)CC2)cc1 (centres undefined),i,-20%,-4%,9%,-2,2%,7%
Cn1ncc2c(C(=O)NCCc3ccc(Cl)cc3)cc(-c3ccc(C(F)(F)F)cc3)nc21,.,-20%,0%,.,-14,.,.
CCN1c2ccccc2-c2nc(SCC(=O)Nc3cccc(C)c3C)ncc2S1(=O)=O,.,.,.,-5%,20,2%,.
COC1CCN(c2cc(-c3ccccn3)nc3c(C)noc23)CC1,-12%[88.5 µM],?,63µM*,-4%[87.6 µM],-12,13%[87.6 µM],-18%[172 µM]
CC1=C(C(=O)OC(C)C)C(c2ccccc2)N2C(CC(=O)NCC3CCCO3)=CSC2=N1 (centres undefined),i,-13%,-28%,3%,16,-4%,5%
O=C(NC1CCCC1)c1ccc(-c2ccc(N3CCCCC3)nc2)cc1,i,4%,-4%,1%,2,6%,-19%
O=C1NCCCCCCN(Cc2ccccc2)[C@H]2CCC[C@@H]12,2%,?,?,6%,9,-16%,-14%
Cc1nnc(-c2cc(-c3cnn(C)c3)ccn2)n1Cc1ccccc1,2%[88.5 µM],45µM*,-15%[172 µM],-10%[87.6 µM],-12,19%[87.6 µM],-18%[172 µM]
CCc1ccc(NC(=O)CSc2nc3ccccc3nc2Cc2ccc(C)cc2)cc1,.,.,.,2%,11,30%,.
CC(=O)c1c(C)oc2ccc(N(C(=O)c3ccncc3)S(=O)(=O)c3ccc(C)cc3C)cc12,.,.,.,11%,17,-24%,.
Cc1noc([C@@H]2CN(C(=O)c3ccoc3C)C[C@H]2C(N)=O)n1,i,-2%,-5%,-4%,2,1%,2%
CSc1cccc(NC(=O)N[C@H]2CCN(C(=O)C=C(C)C)[C@@H]2C(=O)N[C@@H](Cc2cccs2)C(N)=O)c1,0%,-9%,-15%,3%,11,-1%,15%
Cc1ccc(C(=O)Nc2ccc3c(N4CCOCC4)ncnc3c2)cc1C,?,?,?,-15%,10,-8%,?
CC(C)c1nc2ccccc2n1CC(=O)N1CCc2c(nc[nH]c2=O)C1,-5%,4%,-6%,-3%,-9,-11%,5%
COc1cc(OC)cc(C(=O)NC2CCN(c3cc(-c4cccs4)[nH]n3)C2)c1 (centres undefined),?,?,?,?,-5,?,-17%
COc1ccc2sc(N(Cc3cccnc3)C(=O)C3COc4ccccc4O3)nc2c1 (centres undefined),.,.,.,-2%,7,48%[activator],.
CCNC(=O)N1CCC(CCOC)(NS(=O)(=O)c2cccc3cccnc23)CC1,i,-12%,3%,7%,-4,-14%,0%
CC(C)CNC(=O)c1cc(C2CC2)nc2c1c(C1CCNC1)nn2C (centres undefined),i,-2%,i,4%,2,1%,.
CCN1C(=O)c2ccccc2S(=O)c2ccc(C(=O)N3CCN(c4ccc(F)cc4)CC3)cc21 (centres undefined),.,.,.,13%,1,4%,.
Cc1cnc(C(=O)N[C@@H]2CN(Cc3cccnc3)C[C@H]2CN(C)C)cn1,3%,4%,4%,2%,0,-2%,5%
C=CCN1CCc2c(cc(O)c(O)c2Cl)C(c2ccccc2)C1 (centres undefined),?,.,.,-25%,.,1%,.
CC1CCN(C(=O)[C@@H](C)C2CC[C@@]3(C)CC[C@H](NC(=O)Nc4cccc(F)c4)[C@@H](C)[C@@H]3[C@H]2O)CC1 (some centres undefined),1%,-22%,-27%,1%,2,-13%,-3%
Cc1noc([C@@H]2CN(CCCc3ccccc3)C[C@H]2CO)n1,i,i,2%,4%,-9,17%,-7%
O=S(=O)(c1ccc(Cl)cc1)c1nc(-c2cccs2)oc1N1CCCCC1,.,.,.,7%,-27*,33%[activator],.
COc1cccc(S(=O)(=O)N2CCCN(C(=O)C3CC3)C(c3ccccc3)CC(=O)NCC2)c1 (centres undefined),i,-15%,-13%,-1%,2,?,3%
CCCNC(=O)NC1CCN(C(=O)N2CC3CC(C2)[C@H]2CCCC(=O)N2C3)CC1 (some centres undefined),-3%,3%,2%,0%,24,21%,-3%
O=C(NC1CCCCC1)c1ccc(Cn2c(SCc3ccc(F)cc3)nc3cccnc32)cc1,.,.,.,7%,29,8%,.
COCCN1C(=O)c2cccn2CC1CNC(=O)Cn1nc(C(F)(F)F)cc1C (centres undefined),4%,-5%,5%,-7%,9,14%,9%
Cc1cccc(NC(=O)Nc2nnc(N3CCCC3)s2)c1,.,.,.,8%,31,58%[activator],.
COc1ccc(C(=O)N2CC(C(=O)N(C)C)C3(CCOCC3)C2)cc1 (centres undefined),i,i,0%,-3%,25,1%,-3%
CNC(=O)[C@@H](Cc1ccccc1)N1CCC[C@H]1C(=O)N1CCCCC1,i,-30%[138 µM],1%[172 µM],-7%[87.6 µM],7,-13%[87.6 µM],14%[172 µM]
CCOCN(C(=O)Cn1c(CC(C)C)nc2ccccc21)c1c(C)cccc1CC,.,.,.,?,-1,-6%,.
Cc1c(C(=O)N2CCC3(CC2)CC(C(=O)O)N(C)C3)c[nH]c(=O)c1C#N (centres undefined),i,1%,-16%,3%,16,33%[activator],0%
COc1cc(OC)cc(C(=O)N2CCN(c3cc(-c4cccs4)[nH]n3)CC2)c1,i,?,?,-15%,0,-25%,1%
CSc1cccc(NC(=O)Cn2c(C)cc3nc4n(c(=O)c32)CCCC4)c1,i,-30%,-25%,-28%,-13,0%,-11%
CC(=O)N1CCN(Cc2cccc(C#N)c2)CC(O)C1 (centres undefined),-7%,-14%,-4%,2%,-6,-21%,4%
CN1C(=O)C2(CCN(C(=O)CCc3ccccc3)C2)c2ccccc21 (centres undefined),-2%,-5%,?,4%,27,43%[activator],0%
Cc1c(NC(=O)c2cc(-c3ccc(Cl)cc3)on2)c(=O)n(-c2ccccc2)n1C,.,.,.,2%,5,4%,.
COc1cc(-c2ccccc2C#N)cc(OC)c1OC,i,?,-29%,-9%,1,1%,12%
O=C(NC1CCCCC1)N[C@@H]1C=C(C(=O)N[C@H]2CCCNC2=O)C[C@@H](O)[C@@H]1O,-22%[88.5 µM],-6%[174 µM],-4%[172 µM],3%[87.6 µM],13,-3%[87.6 µM],-5%[172 µM]
CC(=O)N1CCC(NC[C@H]2COCc3nc4ccc(C)cc4n32)CC1,0%[88.5 µM],-2%[138 µM],i,-12%[87.6 µM],5,6%[87.6 µM],2%[172 µM]
CC1=C2CC3C(CCC3(C)O)C(C)(O)CC2OC1=O (centres undefined),i,.,.,5%,-10,.,.
COCCn1c(C)cnc1CCNC(=O)NCCc1ccccc1,i,-7%,-13%,3%,9,35%[activator],1%
COc1ccc(CN2C[C@@H](F)[C@@H](OCc3nc4ccncc4[nH]3)C2)cc1,-11%[88.5 µM],?,?,4%[87.6 µM],-1,-21%[87.6 µM],15%[172 µM]

# A portion from the list above, as a working copy:
SMILES,GPT2 inhibitor,NIH3T3 tox,HEK293 tox,SNCA viab count,IP6K1 inhibitor,SNCA expr inh,Luciferase inh
Cc1c(NC(=O)c2cc(-c3ccc(Cl)cc3)on2)c(=O)n(-c2ccccc2)n1C,.,.,.,2%,5,4%,.
COc1cc(-c2ccccc2C#N)cc(OC)c1OC,i,?,-29%,-9%,1,1%,12%
O=C(NC1CCCCC1)N[C@@H]1C=C(C(=O)N[C@H]2CCCNC2=O)C[C@@H](O)[C@@H]1O,-22%[88.5 µM],-6%[174 µM],-4%[172 µM],3%[87.6 µM],13,-3%[87.6 µM],-5%[172 µM]
CC(=O)N1CCC(NC[C@H]2COCc3nc4ccc(C)cc4n32)CC1,0%[88.5 µM],-2%[138 µM],i,-12%[87.6 µM],5,6%[87.6 µM],2%[172 µM]
CC1=C2CC3C(CCC3(C)O)C(C)(O)CC2OC1=O (centres undefined),i,.,.,5%,-10,.,.

# Further records
SMILES,GPT2 inhibitor,NIH3T3 tox,HEK293 tox,SNCA viab count,IP6K1 inhibitor,SNCA expr inh,Luciferase inh
Cc1ccc(S(=O)(=O)N2C[C@H](F)C[C@@H]2C(=O)N2CCOCC2)cc1Cl,i,-15%,-8%,-4%,-20,-8%,0%
COc1ccc(C(=O)N2C[C@@H](Oc3ccccc3)C[C@@H]2C(=O)N2CCOCC2)cc1,2%,-26%,-16%,-20%,30,1%,11%
COc1ccc(CNC(=O)C(=O)NCC(c2ccco2)S(=O)(=O)c2ccc(C)cc2)cc1 (centres undefined),.,.,.,-2%,25,?,.
O=C(CCCc1c[nH]c2ccccc12)NCC(=O)N1CCCCCNC(=O)CC1c1ccccc1 (centres undefined),-2%,i,i,1%,-11,21%,4%
CNC(=O)[C@@H]1CN(C(=O)c2sc(C)nc2C)C[C@H]1c1n[nH]c(C)n1,-2%,2%,-1%,5%,13,-10%,-10%
Cc1ccc(S(=O)(=O)c2cnc(SCC(=O)Nc3ccc4c(c3)OCCO4)[nH]c2=O)cc1C,.,.,.,12%,-25*,8%,.
